Screens as filed in PubChem BioAssay.
KCNH2 3.1 block: qHTS for Inhibitors of KCHN2 3.1: Mutant qHTS | AID 720553, 2013 | Potassium voltage-gated channel subfamily H member 2, brain isoform KCNH2 3.1 (human) | U2OS KCNH2 3.1, thallium flux FluxOr; stronger effect = lower value | hit rate 0.95% among 340,000 | activity change, % (tested at about 1.8 µM);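 active = maximum activity change below -70%; inconclusive = maximum activity change from -70% to -50%; inactive = maximum activity change above -50%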;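 note: thallium influx rate constant from kinetic fluorescence after stimulation buffer; % is set by controls: 0 for no effect and ±100 for the full control effect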
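Thallium flux via FluxOr fluorescence (Red40 quencher, 45 min loading) in U2OS cells virally expressing the KCNH2 3.1 isoform (1.77 x 10^8 /mL virus, overnight at 37 C). Rate constants from 2-min kinetic reads post-stimulation, normalised to positive and negative controls.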
FLuc modulator: qHTS profiling assay for firefly luciferase inhibitor/activator using purifed enzyme and Km concentrations of substrates (counterscreen for miR-21 project); hit rate 6.9% among 360,000; Potency, µM (highest dose often 57.5 µM), for inactives: at the top dose activity change, negative = inhibition, hits mostly inhibitors; Luciferin 4-monooxygenase (Photinus pyralis), P08659; purified FLuc, Km substrates, luminescence inhibition;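 note: potency is the fitted concentration of half-maximal effect; plate controls were vehicle for no effect and reference inhibitor for full effect; nearly all actives have a fitted effect of over 55% in size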
Target sequence (P08659 whole entry, looked up): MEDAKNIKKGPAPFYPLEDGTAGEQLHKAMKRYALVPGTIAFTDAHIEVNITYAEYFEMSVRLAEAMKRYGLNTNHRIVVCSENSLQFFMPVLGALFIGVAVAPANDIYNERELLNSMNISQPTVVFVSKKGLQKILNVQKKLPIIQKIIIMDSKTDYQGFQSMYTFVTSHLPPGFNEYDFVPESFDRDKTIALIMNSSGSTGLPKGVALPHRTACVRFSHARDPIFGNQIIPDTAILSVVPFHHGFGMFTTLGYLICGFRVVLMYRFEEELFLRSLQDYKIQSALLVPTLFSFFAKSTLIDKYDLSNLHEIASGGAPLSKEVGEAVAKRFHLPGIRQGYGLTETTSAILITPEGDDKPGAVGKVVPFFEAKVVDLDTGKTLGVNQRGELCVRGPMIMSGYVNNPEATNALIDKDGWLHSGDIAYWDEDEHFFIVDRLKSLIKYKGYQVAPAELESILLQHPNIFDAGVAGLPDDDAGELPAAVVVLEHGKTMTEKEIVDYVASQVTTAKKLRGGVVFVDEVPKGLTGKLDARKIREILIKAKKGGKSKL
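Purified P. pyralis luciferase, 10 nM final, with Km-level 10 uM D-luciferin and 10 uM ATP in 50 mM Tris acetate pH 7.5, 10 mM Mg acetate, 0.01% Tween-20, 0.05% BSA; 6-point qHTS titration about 60 µM downward; luminescence read.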
Gal4-VP16 FLuc: VP16 counterscreen qHTS for inhibitors of ROR gamma transcriptional activity; Drosophila S2 Gal4-VP16 UAS-luciferase, luminescence, 20 h; Potency, µM (titrated, usually from 53.6 µM), inactives show at the highest dose activity, negative = inhibition, most hits filed as inhibitors; hit rate 3.5% among 310,000; AID 2546, 2010;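 note: Gal4-VP16 expression switched on by copper sulfate through the metallothionein promoter; potency is the fitted concentration of half-maximal effect; % is set by controls: 0 for no effect and ±100 for the full control effect; nearly all actives have a fitted effect of over 50% in size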
Rab9 prom act: qHTS Assay for Rab9 Promoter Activators. Huh7 Rab9 promoter-luciferase reporter, luminescence, 24 h. Potency, µM (series often up to 9.22 µM), inactives show top-dose activation, negative = inhibition, most hits filed as activators. hit rate 2.8% among 320,000. AID 485297, 2010; note: potency is the fitted concentration of half-maximal effect; % of control where 0% means no effect; nearly all actives have a fitted effect of over 60% in size
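Steps: seed 1500 Huh7 Rab9-luc cells per well, rest 2 h at 37 °C; add compound in DMSO; incubate 24 h; add luciferase reagent, 10 min ambient; read luminescence.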
FBPA coupling cs: qHTS Assay for Inhibitors of Fructose-1,6-bisphosphate Aldolase from Giardia Lamblia: Coupling assay counterscreen | hit rate 0.67% among 290,000 | activity change, negative = inhibition, % at 58.2 µM, hits read low | coupling enzyme system counterscreen, AmpLite Red fluorescence; in the data active = activity change below about -30%; note: % is set by controls: 0 for no effect and ±100 for the full control effect
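Final compound at 57.5 uM, incubated 10 min at RT with coupling enzyme reagent (glyceraldehyde-3-phosphate), then 20 min with substrate and AmpLite Red detection. Fluorescence read at 525/598 nm; tests interference with the coupling assay, not aldolase inhibition.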
RORg inh: qHTS for inhibitors of ROR gamma transcriptional activity; Potency, µM (titrated, usually from 53.6 µM), for inactives: at the top dose activity change, negative = inhibition, hits mostly inhibitors; Drosophila S2 Gal4-RORgamma UAS-luciferase reporter, 20 h; Nuclear receptor ROR-gamma (Mus musculus), P51450; hit rate 5.4% among 310,000; note: potency is the fitted concentration of half-maximal effect; % is set by controls: 0 for no effect and ±100 for the full control effect; nearly all actives have a fitted effect of over 60% in size
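Schneider cells (Drosophila), stable Gal4 DBD–ROR gamma + UAS-luc; 1 hr cmpd preincubation; Cu2+ induction 700 uM final; 20 hr ambient; luminescence.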
ELG1 genotox: qHTS screen for small molecules that induce genotoxicity in human embryonic kidney (HEK293T) cells expressing luciferase-tagged ELG1; HEK293T ELG1-luciferase reporter, luminescence, 16 h; hit rate 1.3% among 330,000; Potency, µM (series often up to 46 µM), without a hit: at the highest dose activity change, positive = activation, actives largely listed as activators; note: potency is the fitted concentration of half-maximal effect; % of control where 0% means no effect; nearly all actives have a fitted effect of over 60% in size
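Step 1: seed 2,000 HEK293T ELG1-luciferase cells per well. Step 2: add compound or DMSO, incubate 16 hr at 37 °C. Step 3: ONE-Glo, 30 min at room temperature, read luminescence.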
uPA surface inh: qHTS for Inhibitors of Cell Surface uPA Generation | cell surface uPA generation assay, qHTS | Potency, µM (titrated, usually from 38.3 µM), for inactives: top-dose activity change, negative = inhibition, most hits filed as inhibitors | hit rate 0.31% among 330,000 | AID 540303, 2011; active = well fitted inhibition curve with a large enough effect; inconclusive = small, poorly fitted or top-dose-only effect; inactive = no such curve, though single readings can be large or run the other way; tested in mouse RAW 264.7 cells; note: potency is the fitted concentration of half-maximal effect; % is set by controls: 0 for no effect and ±100 for the full control effect; nearly all actives have a fitted effect of over 55% in size
NPC1 promoter act: qHTS Assay for NPC1 Promoter Activators; hit rate 2.4% among 320,000; Potency, µM (top dose mostly 9.22 µM), inactives show at the highest dose activation, usual class: activators; AID 485313, 2010; Huh7 NPC1 promoter luciferase reporter, 24 h;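 note: potency is the fitted concentration of half-maximal effect; % of control where 0% means no effect; nearly all actives have a fitted effect of over 60% in size; reporter is driven by a mutant NPC1 promoter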
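Cells: Huh7 expressing luciferase under the NPC1 promoter, 1500/well. Seeded 2 h, compound added, incubated 24 h at 37 °C. Luciferase reagent, 10 min ambient, then luminescence.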
Tb PFK block: qHTS Assay to Find Inhibitors of T. brucei phosphofructokinase; ATP-dependent 6-phosphofructokinase (Trypanosoma brucei brucei), O15648; Potency, µM (series often up to 57.5 µM), for inactives: at the highest dose activity, negative = inhibition, most hits filed as inhibitors; AID 485367, 2010; hit rate 0.17% among 330,000; T. brucei PFK, ADP-Glo luminescence;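 note: potency is the fitted concentration of half-maximal effect; 0% = uninhibited 1x PFK enzyme wells and -100% = no-enzyme wells; nearly all actives have a fitted effect of over 60% in size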
Target sequence (O15648 whole entry, looked up): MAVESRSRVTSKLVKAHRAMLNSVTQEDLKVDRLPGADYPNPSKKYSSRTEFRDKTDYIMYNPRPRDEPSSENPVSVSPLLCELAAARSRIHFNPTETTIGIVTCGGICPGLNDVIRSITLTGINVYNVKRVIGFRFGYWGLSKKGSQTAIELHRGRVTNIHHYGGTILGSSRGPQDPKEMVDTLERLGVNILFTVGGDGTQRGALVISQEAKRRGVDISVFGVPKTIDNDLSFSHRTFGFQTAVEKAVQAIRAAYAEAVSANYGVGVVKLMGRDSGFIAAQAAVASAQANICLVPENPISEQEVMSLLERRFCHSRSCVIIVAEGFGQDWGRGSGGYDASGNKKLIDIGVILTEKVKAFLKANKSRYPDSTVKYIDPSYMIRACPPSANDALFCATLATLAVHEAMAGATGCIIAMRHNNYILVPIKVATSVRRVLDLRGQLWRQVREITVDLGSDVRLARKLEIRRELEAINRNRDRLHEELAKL
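ADP-Glo luminescence quantified ADP after 45 min at room temperature, with 1.25 nM T. brucei PFK, 0.1 mM ATP and 0.5 mM fructose-6-phosphate in pH 8.0 TEA buffer. qHTS titrations up to 57 µM; curves classified by quality.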
Giardia kill: Small Molecules that selectively kill Giardia lamblia: qHTS; Giardia lamblia trophozoite viability; activity change, % at 7.66 µM, hits read low; hit rate 0.15% among 340,000; AID 540267, 2011; in the data active = activity change below about -80%; inconclusive = between about -30% and that limit;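 note: parasites exposed to compound for two days anaerobically before the ATP read; % is set by controls: 0 for no effect and ±100 for the full control effect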
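Compounds were tested on trophozoites seeded at 100 cells/well and held 48 hrs at 37 deg C anaerobically. An ATP-based luminescent kit measured the remaining live cells.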
* = called active by the depositor; ? = inconclusive; . = no result given; & = joins results of further samples; [ ] = dose if it differs, or a comment. Unless noted, calls come from the whole dose curve; as a rule, active = well fitted curve in the direction sought with a large enough effect; inconclusive = small, poorly fitted or top-dose-only effect, or another doubt; inactive = no such curve, though single readings can be large; an effect the other way counts as inactive or inconclusive.

SMILES	KCNH2 3.1 block	FLuc modulator	Gal4-VP16 FLuc	Rab9 prom act	FBPA coupling cs	RORg inh	ELG1 genotox	uPA surface inh	NPC1 promoter act	Tb PFK block	Giardia kill
N/C(=N\OC(=O)COc1ccc(Cl)cc1)c1ccc(Cl)cc1	.	-2%	1%	-1%	1	-9%	4%	0%	-1%	0%	0
Cc1oc2c(C)c3oc(=O)c(CCC(=O)O)c(C)c3cc2c1-c1ccccc1	13	0%	-4%	-3%	9	12%	1%	-6%	0%	7%	2
O=c1c2ccccc2sc2nc(C3CCCCC3)n(Cc3ccco3)c(=O)c12	-5	-1%	-17%	1%	3	-26%	6%	.	-2%	-29%	-7
COc1ccc(N2CCN(C3CCCN(C(=O)c4ccoc4)C3)CC2)cc1 (centres undefined)	-6	1%	11%	5%	.	2%	-3%	18%	3%	1%	2
Cc1ccc(C)c(S(=O)(=O)NCc2ccc(C(=O)NCc3ccccn3)cc2)c1	1	7%	-3%	-2%	0	20%	1%	5%	-3%	1%	24
CCCCCN(C(=O)NC(=O)Nc1ccc(C)cc1)S(=O)(=O)c1ccccc1	-7	?	9%	9%	0	-1%[10 µM]	3%	3%	1%	0%	-9
Cc1ccsc1C(=O)N1CCCC(CCC(=O)N2CCN(c3ccccn3)CC2)C1 (centres undefined)	11	1%	-6%	-6%	0	22%	-8%	23%	-5%	-1%	-1
O=C(NN1C(=O)C2C3C=CC(C3)C2C1=O)C(O)c1ccccc1 (centres undefined)	9	-1%	6%	0%	-13	18%	9%	4%	1%	4%	-25
CCc1noc(C)c1C(=O)Nc1nc(-c2ccccc2)c(C(C)=O)s1	-6	15µM*	.	-9%	.	.	-2%	-4%	-1%	-4%	27
COc1cc(/C=N/NC(=S)NC2CC3C=CC2C3)cc(OC)c1OC (centres undefined)	-12	-10%	4.5µM*	1%	3	1.8µM*	0%	8%	-4%	-1%	6
CC(=O)Nc1cnc2ccccc2n1	-1	2%	10%	2%	0	23%	2%	2%	-4%	-6%	11
COc1ccc(OC)c(S(=O)(=O)N2CCN(c3ncccn3)CC2)c1	-3	0%	-2%	-6%	5	-6%	-6%	-19%	2%	1%	-1
CCOC(=O)N1CCN(C(=O)c2ccc3nc(C)sc3c2)CC1	-2	3%	-6%	5%	1	0%	-1%	6%	1%	0%	11
COC(=O)[C@@]1(Cc2ccc(OC)cc2)[C@H]2c3cc(C(=O)N4CCCC4)n(CCO)c3C[C@H]2CN1C(=O)c1ccccc1	.	3%	2%&-2%	-4%	-2&4	41%&9%	0%	-1%	-2%	-7%	-17
CN1CCC(=NNC(=O)C(=O)NC2CCCC2)CC1	4	7%	12%	-2%	5	-17%	1%	2%	0%	0%	6
COc1ccc(CCNC(=O)Cn2cc(C(F)(F)F)cc(Cl)c2=O)cc1OC	-3	-3%	-8%	-2%	2	17%	1%	-6%	0%	-4%	10
CCc1cc2c(SCC(=O)N(CC)c3c(N)n(Cc4ccccc4)c(=O)[nH]c3=O)ncnc2s1	-7	4%	-6%	-13%	1	12%	-2%	0%	-3%	1%	7
CN(C)c1cccc(C(=O)OCC(=O)NCC2CCCO2)c1 (centres undefined)	-7	-6%	-6%	16%	-6	0%	3%	3%	-2%	-2%	4
COP(=O)(OC)c1nc(-c2ccccc2)oc1NCc1ccccc1	-20	2%	0%	-3%	0	0%	0%	4%	1%	-1%	-1
Cc1cc2nc(-c3ccc(=O)[nH]c3)n(C)c2cc1C	1	17µM*	0%	12%	1	-16%	10%	-3%	5%	0%	10
COc1cccc(C(c2sc3ncnn3c2O)N2CC(C)OC(C)C2)c1 (centres undefined)	4	7%	-16%	-4%	-12	-6%	-6%	-8%	-6%	3%	7
O=C(Nc1nccs1)c1ccc(COc2ccccc2)o1	-16	?	?	4.5µM*	1	10%	?	-2%	2.5µM*	2%	-16
CCC(C)NC(=O)CCCc1ccccc1 (centres undefined)	-13	-14%	13%	15%	-2	17%	15%	0%	15%	0%	-8
O=C(/C=C/c1c(Cl)nc2ccccn12)N1CCN(c2ccccc2F)CC1	8	-2%	7%	-2%	0	-8%	-4%	-1%	8%	-3%	7
COc1ccccc1NC(=O)c1ccc(NC(=O)CN2CCCC2)cc1	15	-2%	-9%	4%	-1	-13%	0%	3%	0%	1%	19
Cc1ccsc1/C=N/Nc1ccc(Cl)nn1	7	-20%	1%	26%	-2	-21%	13%	12%	25%	-5%	5
CCNC(=O)CSc1nnc(-c2cccc(S(=O)(=O)N(CC)CC)c2)n1CCc1ccccc1	1	4%	3%	9%	2	25%	-1%	.	-1%	1%	-7
Cc1ccc2oc(/N=C(\N)NC(=O)C3CC3)nc2c1	2	0.85µM*	?	0.45µM*	-1	7.1µM*	?	?	0.63µM*	-5%	8
COc1cc(CCC(=O)OCC(=O)Nc2c(Cl)cccc2Cl)cc(OC)c1OC	-6	0%	?	-1%	0	?	4%	1%	-3%	-7%	6
CCc1cccc(CC)c1NC(=O)CSc1nnc(C2CC2)n1N	9	0%	.	-6%	.	.	1%	2%	-7%	25%	-5
COCCn1cc(C(=O)NCc2ccco2)c2c3ccccc3n(C)c2c1=O	-9	-1%	-16%[10 µM]	-8%	0	15%	-10%	-2%	-3%	0%	8
COc1ccc(S(=O)(=O)NCCc2ccccn2)cc1	-6	.	.	.	.	.	2%	3%	.	2%	14
COc1ccc(CCNc2ccc(S(=O)(=O)N3CCN(C)CC3)cc2[N+](=O)[O-])cc1	-3	1%	.	1%	.	.	-7%	-3%	-3%	1%	-14
O=C(CC(=O)NC1CCCCC1)N/N=C/c1ccccc1F	.	-1%	-6%	0%	-3	-2%	4%	.	-2%	5%	.
CC(Sc1cccc[n+]1[O-])C(=O)Nc1ccc([N+](=O)[O-])cc1Cl (centres undefined)	-16	-3%	-9%	-1%	-4	1%	-1%	-2%	5%	-2%	-19
O=C(Cn1ccc2ccccc2c1=O)N1CCN(Cc2ccc3c(c2)OCO3)CC1	6	1%	3%	-7%	0	31%	-9%	3%	-1%	2%	-6
Cc1ccc(CC(=O)O/N=C(\N)Cc2ccc([N+](=O)[O-])cc2)cc1	.	1%	?	-4%	-1	0%	-3%	-6%	1%	-13%	16
Cc1cc(C)cc(C(=O)OCC(=O)NCCNC(=O)COC(=O)c2cc(C)cc(C)c2)c1	11	?	0.089µM*	0%	.	0.071µM*	?	3%	1%	0%	3
CCOC(=O)C1CCN(CCCSc2ccc(Cl)cc2)CC1	?	-1%	5%	-1%	-3	-4%	-3%	0%	-2%	-4%	-3
Cc1cc(C)c(COc2ccc(/C=N/n3c(C)n[nH]c3=S)cc2)c(C)c1	-31	-16%	7.1µM*	1%	-1	2.8µM*	2%	-1%	3%	-1%	15
O=C(O)c1ccccc1C(=O)N1N=C(c2ccccc2)CC1c1ccccc1O (centres undefined)	3	-1%	9%	5%	7	3%	2%	-4%	-5%	3%	3
Nc1ccc(Oc2ncccn2)cc1	-12	-8%	-13%	-3%	-28	-15%	3%	-5%	-3%	-4%	20
Cc1occc1C(=O)Nc1nnc(-c2ccncc2)s1	0	-1%[2.3 µM]	0%	15%	0	0%	1%	.	18%	-7%	3
CCC(C)(C)C1CCc2[nH]nc(C(=O)NCCNC(=O)OC(C)(C)C)c2C1 (centres undefined)	5	1%	.	3%	.	.	-6%	1%	-1%	0%	-24
COc1ccc(/C=N/NC(=O)c2cccnc2)cc1COc1ccc([N+](=O)[O-])cc1	-4	-1%	11%	-13%	-1	-21%	-7%	-10%	-17%	-3%	-8
CC1CCCCN1C(=S)NCc1ccccc1 (centres undefined)	5	5%	22%	-2%	4	-121%	2%	5%	-2%	1%	9
CC(C)(C)C(=O)Nc1cccc(-c2nnc(-c3cccc(NC(=O)C(C)(C)C)c3)o2)c1	6	-4%	?	3%	6	?	-2%	-6%	3%	1%	16
